JMJD2E inh – JMJD2E (human) inhibition | B2RXH2 | JMJD2E catalytic domain, FDH-coupled NADH fluorescence (FDH is formaldehyde dehydrogenase) | Potency, µM (highest dose often 57.1 µM), inactives show at the top dose activity change, negative = inhibition, usual class: inhibitors | 230,000 tested, 1.6% active; active means well fitted inhibition curve with a large enough effect, not every such curve was filed as active; inconclusive means small, poorly fitted or top-dose-only effect, or another doubt; inactive means no such curve, though single readings can be large or run the other way;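 further: 0% = wells with enzyme and -100% = buffer wells without enzyme; nearly all actives have a fitted effect of over 50% in size; many of its hits are not listed in these tables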
RGS12 GoLoco inh – RGS12 GoLoco-Gai1 interaction inhibition; 230,000 tested, 0.44% active; Gai1:RGS12 GoLoco peptide FP, rhodamine, 10 min; Potency, µM (top dose mostly 61.6 µM), inactives show top-dose activity, negative = inhibition, most hits filed as inhibitors; AID 880; P63096; active means well fitted inhibition curve with a large enough effect, not every such curve was filed as active; inactive means no such curve, though single readings can be large or run the other way; further: on the % scale 0 is the no-effect control and ±100 the full control effect; nearly all actives have a fitted effect of over 30% in size; many of its hits are not listed in these tables
NPSR antag – antagonists of human neuropeptide S receptor cAMP signaling; Q6W5P4; CHO-NPSR cells, cAMP TR-FRET, antagonist mode; 220,000 tested, 1% active; Potency, µM (highest dose often 38.3 µM), inactives show at the highest dose activity change, negative = inhibition, hits mostly inhibitors; further: on the % scale 0 is the no-effect control and ±100 the full control effect; nearly all actives have a fitted effect of over 50% in size; many of its hits are not listed in these tables
Target sequence (Q6W5P4 whole entry, looked up): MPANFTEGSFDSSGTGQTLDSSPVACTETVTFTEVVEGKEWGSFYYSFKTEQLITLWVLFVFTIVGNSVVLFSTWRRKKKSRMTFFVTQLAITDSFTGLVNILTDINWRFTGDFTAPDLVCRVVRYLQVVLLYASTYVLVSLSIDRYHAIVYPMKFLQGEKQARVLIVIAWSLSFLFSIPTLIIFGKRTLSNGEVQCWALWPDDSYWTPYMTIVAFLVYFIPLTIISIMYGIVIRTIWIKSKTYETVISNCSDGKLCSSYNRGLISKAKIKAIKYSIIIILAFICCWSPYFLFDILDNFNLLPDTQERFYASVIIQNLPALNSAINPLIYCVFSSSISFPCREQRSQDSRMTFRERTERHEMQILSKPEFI
KinaseGlo FLuc – blocks Kinase-Glo luciferase, a counter-screen artifact. Q27757. Kinase-Glo luciferase, ATP luminescence, 8 min. Potency, µM (highest dose often 38.3 µM), without a hit: at the highest dose activity change, negative = inhibition, usual class: inhibitors. 200,000 tested, 0.28% active; further: on the % scale 0 is the no-effect control and ±100 the full control effect; nearly all actives have a fitted effect of over 60% in size
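Light output from Kinase-Glo luciferase with luciferin and 10 uM ATP in 50 mM imidazole pH 7.2, KCl, MgCl2, Tween 20, BSA; compound pin-delivered, 8-min ambient incubation, then luminescence read.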
SMN2 splice up – enhancers of SMN2 splice variant expression; HEK293 SMN2-luciferase splicing reporter, luminescence, 30-36 h; Potency, µM (highest dose often 46.1 µM), for the others: at the top dose activity change, positive = activation, usual class: activators; 210,000 tested, 2.8% active; further: % of control where 0% means no effect; nearly all actives have a fitted effect of over 55% in size
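HEK293 cells carry an SMN2 […]–luciferase reporter in which exon 7 inclusion puts luciferase in frame. Cells were plated 10-12 h before compound addition, then incubated 30-36 h at 37C. ONE-Glo luminescence was read; sodium butyrate at 4.5 mM final served as control.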
IMPase Li inh – IMPase inhibition in cells with lithium potentiation; CHO-M1 cells, IP1 TR-FRET (IP-One), carbachol + lithium; Potency, µM (titrated, usually from 59.4 µM), for inactives: at the top dose activity, negative = IMPase inhibition, usual class: inhibitors; 210,000 tested, 0.35% active; AID 1457;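 further: IP1 builds up when IMPase is blocked and the TR-FRET signal falls; plate controls were basal vehicle for no effect and high inhibitor control for full effect; nearly all actives have a fitted effect of over 50% in size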
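Readout is a homogeneous TR-FRET IP1 immunoassay (Ex 320, Em 665 and 620), where raised cytosolic IP1 lowers signal. Cells were CHO-M1 treated 30 min at 37C with test compounds plus a little lithium; AC50 values came from Hill-equation fitting.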
Epigenetic reg – epigenetic control regulation, reporter derepression; 280,000 tested, 0.2% active; AID 1865; murine LDR cells, GFP reporter derepression, 30 h; Potency, µM (top dose mostly 53.9 µM), for the others: at the top dose GFP activation, usual class: activators; further: % of control where 0% means no effect; nearly all actives have a fitted effect of over 60% in size
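Murine LDR cells carrying a silenced, genomically integrated CMV-driven GFP reporter were exposed to compound for 30 hours at 37 C. After PBS washes, GFP-positive cells (20–120 um objects) were counted by laser-scanning microplate cytometry.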
RECQ1 helicase – RECQ1 (human) helicase inhibition. AID 2549. RECQ1 DNA unwinding, red fluorescence kinetic read. 240,000 tested, 0.54% active. Potency, µM (top dose mostly 57.3 µM), for inactives: at the highest dose activity, negative = inhibition, usual class: inhibitors. P46063;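 further: plate controls were vehicle for no effect and no enzyme for full effect; nearly all actives have a fitted effect of over 30% in size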
Target sequence (P46063 whole entry, looked up): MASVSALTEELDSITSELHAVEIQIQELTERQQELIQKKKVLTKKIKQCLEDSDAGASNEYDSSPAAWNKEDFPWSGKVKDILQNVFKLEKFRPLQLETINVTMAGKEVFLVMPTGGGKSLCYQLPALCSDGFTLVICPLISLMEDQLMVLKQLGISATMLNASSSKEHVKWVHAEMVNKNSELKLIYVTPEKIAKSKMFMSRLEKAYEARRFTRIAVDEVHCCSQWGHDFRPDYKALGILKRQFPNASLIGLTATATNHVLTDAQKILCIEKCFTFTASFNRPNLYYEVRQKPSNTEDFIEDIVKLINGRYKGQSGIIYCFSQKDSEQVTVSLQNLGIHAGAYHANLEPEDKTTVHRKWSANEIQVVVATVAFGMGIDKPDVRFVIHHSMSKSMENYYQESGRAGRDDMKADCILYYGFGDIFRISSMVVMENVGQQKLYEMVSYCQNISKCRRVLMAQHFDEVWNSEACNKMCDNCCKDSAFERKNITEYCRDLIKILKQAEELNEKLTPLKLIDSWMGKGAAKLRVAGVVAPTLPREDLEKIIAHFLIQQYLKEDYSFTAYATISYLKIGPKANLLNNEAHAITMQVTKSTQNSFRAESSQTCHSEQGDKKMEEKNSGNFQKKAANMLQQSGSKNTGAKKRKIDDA
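RECQ1T1 50 nM; forked duplex (20 bp + 30-nt ss tails) 200 nM, ATP 2 mM final; pH 8.0, 2 mM MgCl2, 2.5 ug/ml poly(dI-dC); 15 min compound preincubation; discontinuous kinetic read over 2 h at RT.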
The depositor's hits bear a star; i = inactive; ? = inconclusive; . = not tested or not shown; [ ] = another dose, or the depositor's remark. Unless noted, the call rests on the fitted dose curve; in most records, active means well fitted curve in the direction sought with a large enough effect; inconclusive means small, poorly fitted or top-dose-only effect, or another doubt; inactive means no such curve, though single readings can be large; an effect the other way counts as inactive or inconclusive. Potency means the concentration at half of the fitted maximal effect.

SMILES	JMJD2E inh	RGS12 GoLoco inh	NPSR antag	KinaseGlo FLuc	SMN2 splice up	IMPase Li inh	Epigenetic reg	RECQ1 helicase
COc1ccc(-c2csc(-c3cccs3)n2)c(OC)c1	?	7%	-12%	-8%	11µM*	-5%	1.1%	-7%
CCOC(=O)C1CCN(C(=O)CCCOc2ccccc2)CC1	6%	6%	-9%[46.1 µM]	-6%	30%	9%[38.3 µM]	-1.0%	-3%
COc1ccc(CNc2oc(-c3cccc4ccccc34)nc2C#N)cc1	?	4%	-26%	1%	-6%	-27%	1.0%	-4%
COC(=O)C1=C(N)OC2=C(C(=O)CC(C)(C)C2)C1c1ccccc1OC (stereo unspecified)	2%	2%	-7%	-2%	24%	-5%	0.1%	-5%
COc1ccc(CCNC(=O)CC2SC(N)=NC2=O)cc1OC (stereo unspecified)	-8%	4%	12%	-3%	3%	-3%	2.1%	24%
Clc1ccccc1CSc1ncccn1	-2%	2%	-9%[46.1 µM]	2%	.	20%[38.3 µM]	0.0%	i
COc1ccc(C[C@H]2CN3C(=NC[C@@H]3C(C)C)N2CCNC(=O)CCC2CCCCC2)cc1	-3%	0%	56%	.	.	11%	0.0%	-1%
Cc1c(Cl)cccc1NC(=S)NCCc1ccc(S(N)(=O)=O)cc1	4%	0%	16%	0%	-15%	-5%	-1.0%	-20%
Nc1ccc([N+](=O)[O-])cc1C(=O)NNC(=O)c1ccco1	-7%	4%	14%	.	.	.	0.1%	-6%
O=C(CC1CCCCC1)Nc1nc2ccccc2s1	?	1%	-39%	2%	11µM*	21%	3.0%	i
Cc1cc(=O)oc(C)c1C(=O)O	-8%	-8%	-6%[46.1 µM]	-2%	28%	6%[38.3 µM]	-2.0%	10%
O=c1cc(-c2c(F)c(F)c(F)c(F)c2F)oc2ccccc12	-1%	13%	?	-1%	-4%	25%[38.3 µM]	13%	i
O=C(CNC(=O)c1ccc(Br)cc1)NCC(=O)OCC(=O)c1ccccc1	-2%	3%	11%	-3%	4%	2%	-0.1%	-4%
Cc1cc(NCCCn2ccnc2)n2ncc(-c3ccccc3)c2n1	?	2%	-16%[46.1 µM]	-14%	-38%[inhibitor]	-10%[38.3 µM]	-1.7%	-1%
CCOc1ccc(Nc2nc3c(c(=O)[nH]2)CCCC3)cc1	9%	5%	-14%[46.1 µM]	3%	?	31%[38.3 µM]	2.2%	i
CCN(CC(=O)NC(C)C)C(=O)c1ccc(Cl)cc1	6%	6%	7%	-1%	0%	-4%	-1.1%	4%
CC(C)c1ccc(/C=c2\sc3nc(-c4ccncc4)nn3c2=O)cc1	6%	15%	-4%[46.1 µM]	-3%	7%	-2%[38.3 µM]	0.0%	-13%
CCCOc1ccc(-c2csc3ncn(Cc4ccc(C(=O)O)cc4)c(=O)c23)cc1	?	28%	-23%	1%	1%	9%	1.1%	i
Nc1ccc(SCC(=O)Nc2cccc([N+](=O)[O-])c2)cc1	-2%	9%	1%	1%	1%	-4%	2.4%	-2%
CCN(CC)S(=O)(=O)c1cc(C(=O)Nc2ccccc2[N+](=O)[O-])ccc1Cl	-4%	-5%	-23%	-2%	-8%[1.84 µM]	12%	-0.9%	-4%
Cc1ccc(/C=N/Nc2cc(C)nc(NCc3ccccc3)n2)cc1	-17%	-3%	?	.	.	.	-2.4%	-17%
CCOc1cc(/C=N/NC(=O)c2cccnc2)ccc1OCC(=O)N1CCOCC1	-3%	10%	0%[46.1 µM]	3%	-2%	-5%	1.3%	-3%
C=CCNC(=O)C(C#N)c1nc2ccccc2nc1N1CCN(Cc2ccccc2)CC1 (stereo unspecified)	?	-1%	7%[46.1 µM]	3%	23%	23%[38.3 µM]	?	2%
O=C(CCSc1nc(-c2ccco2)cc(C(F)(F)F)n1)NCC1CCCO1 (stereo unspecified)	-1%	-3%	-9%[46.1 µM]	-12%	-20%	-3%[38.3 µM]	-7.1%	i
COCC(=O)Nc1ccccc1C(=O)Nc1ccc(OC)cc1	1%	-4%	-16%[46.1 µM]	0%	?	32µM*	-1.8%	0%
Cc1ccc(S(=O)(=O)NNC(=O)c2cccc(O)c2)cc1	-1%	13%	1%	-2%	.	12%	-1.0%	i
Cc1cc(C(=O)N2CCC(C(=O)O)CC2)c(C(F)(F)F)o1	1%	-2%	-30%	.	.	.	-1.3%	-6%
CC(=O)Nc1ccc(S(=O)(=O)NC2CCS(=O)(=O)C2)cc1Cl (stereo unspecified)	14%	4%	-14%	.	.	.	1.0%	-10%
CC(=O)Nc1ccc(NC(=O)CCn2c(=S)oc3ccccc32)cc1	4%	-2%	3%	0%	-7%	?	0.5%	i
COc1ccc(NC(=O)C(=O)NCCCO)cc1Cl	3%	8%	14%	1%	25%	-9%	?	-13%

Profiles as entered above. Screens in order: JMJD2E inh	RGS12 GoLoco inh	NPSR antag	KinaseGlo FLuc	SMN2 splice up	IMPase Li inh	Epigenetic reg	RECQ1 helicase
Entry for Cc1ccc(/C=N/Nc2cc(C)nc(NCc3ccccc3)n2)cc1 : -17%	-3%	?	.	.	.	-2.4%	-17%
Entry for C=CCNC(=O)C(C#N)c1nc2ccccc2nc1N1CCN(Cc2ccccc2)CC1 (stereo unspecified) : ?	-1%	7%[46.1 µM]	3%	23%	23%[38.3 µM]	?	2%
Entry for Cc1cc(C(=O)N2CCC(C(=O)O)CC2)c(C(F)(F)F)o1 : 1%	-2%	-30%	.	.	.	-1.3%	-6%

Later entries:
SMILES	JMJD2E inh	RGS12 GoLoco inh	NPSR antag	KinaseGlo FLuc	SMN2 splice up	IMPase Li inh	Epigenetic reg	RECQ1 helicase
O=C(Cn1cc([N+](=O)[O-])cn1)NCc1ccc(-n2cccn2)cc1	-4%	10%	-8%	-6%	.	6%	-1.0%	-4%
O=C(NCCc1nc2ccccc2[nH]1)/C(=C/c1ccco1)NC(=O)c1ccco1	-4%	26%	7%	-2%	.	-4%	0.9%	-2%
Nc1nonc1C(=O)NCCNC(=O)c1cccs1	9%	8%	-4%[46.1 µM]	10%	1%	7%[38.3 µM]	3.1%	i
O=C(Nc1cccnc1)C1CCN(S(=O)(=O)c2cccs2)CC1	8%	-4%	-1%	0%	3%	5%	-1.6%	i
Cc1ccccc1Nc1nc(N)nc(CSc2nnc(C)n2C)n1	-6%	5%	5%	0%	14%	-4%	-1.3%	i
COc1ccc(C(=O)Cn2c(N3CCOCC3)nc3ccccc32)cc1OC	-17%	-12%	-14%[46.1 µM]	-4%	6%	-18%[38.3 µM]	2.0%	-3%
COc1ccc(C(=O)/C=C/C(=O)N(Cc2ccccc2OC)C(C(=O)NC2CCCCC2)c2ccncc2)c(O)c1 (stereo unspecified)	-18%	10%	-25%	-1%	-13%	6%	-1.1%	-4%
Cc1nn(Cc2ccccc2)c(Cl)c1C(=O)NCCc1ccccc1	-3%	4%	-13%	4%	14µM*	10%	0.0%	-4%
CN(Cc1ccccc1)c1oc(COc2ccccc2F)nc1C#N	-6%	1%	-20%[46.1 µM]	-1%	-7%	18%[38.3 µM]	-0.9%	i
COc1ccc(/C=N/OCC(=O)N(Cc2ccc(OC)cc2)c2ccccc2C(=O)O)cc1	1%	-6%	5%	1%	13%	2%	-2.1%	-14%
Cc1nccn1CCC1CCCCN1C(=O)CCc1nnc(-c2ccsc2)o1 (stereo unspecified)	-18%	1%	-19%	-3%	.	15%	0.0%	5%
CN(Cc1cc2ccccc2[nH]c1=O)C(=O)c1cccs1	-29%	8%	9%	-2%	-36%[inhibitor]	1%	-3.5%	11%
Cc1ccccc1OCC1CO1 (stereo unspecified)	.	-5%	.	.	-14%	37%	.	-9%
Cc1nn2c(Nc3ccc(F)cc3)c3c(nc2c1-c1ccccc1)CCC3	10%	9%	-12%	-3%	-27%	-4%	4.8%	-2%
COc1ccc(NC(=O)C(CC(C)C)NS(=O)(=O)c2ccc3c(c2)CCN3C(C)=O)cc1OC (stereo unspecified)	1%	5%	-5%[46.1 µM]	2%	6%	22%[38.3 µM]	1.8%	i
O=C(CCCSc1nc(-c2ccco2)cc(C(F)(F)F)n1)Nc1ccc2c(c1)OCO2	23%	28%	-17%[46.1 µM]	1%	3%	3%[38.3 µM]	-0.7%	-5%
CCOC(=O)N1CCC(NC(=O)Cn2nc(-c3ccccc3)ccc2=O)CC1	-17%	-7%	-11%[46.1 µM]	0%	3%	14%[38.3 µM]	1.1%	-15%
Cc1cccc(NC(=O)c2cc(NC(=O)C3CCCCC3C(=O)O)ccc2Cl)n1 (stereo unspecified)	2%	4%	-9%[46.1 µM]	3%	18%	20%[38.3 µM]	-1.1%	i
CCCn1cnc2c(=S)nc(N)[nH]c21	-14%	-8%	-7%[7.67 µM]	.	.	.	-1.4%	i
CCc1ccccc1NC(=O)c1cc2ncc(Br)cn2n1	?	-4%	?	19%	-7%	-29%[38.3 µM]	-1.2%	-11%
O=C(C1CCCCC1)N(Cc1ccccc1)c1ccccn1	3%	8%	-7%[46.1 µM]	5%	?	25%[38.3 µM]	0.0%	-7%
O=C(CSc1nc(-c2ccccc2)nn1C(=O)c1ccccc1)Nc1cccc([N+](=O)[O-])c1	-6%	35%[activator]	-10%[46.1 µM]	-1%	-25%	15%[38.3 µM]	1.1%	i
O=C(NCc1nc2ccccc2[nH]1)C1=C[C@H](c2coc3ccccc3c2=O)C[C@H](OCc2ccc(CO)cc2)O1	5%	9%	-39%	.	.	.	1.1%	i
CN(Cc1ccccn1)Cc1nc(COc2ccccc2)no1	1%	2%	2%	1%	.	7%	0.0%	-5%
CN(C)C(CNC(=S)Nc1cccc(Cl)c1)c1cccnc1 (stereo unspecified)	14%	1%	18%	.	.	-3%	-0.2%	-6%
O=C(NCC1CCCO1)c1ccc(COc2ccc(Cl)cc2)cc1 (stereo unspecified)	1%	-12%	-7%	-1%	-46%[inhibitor]	11%	-0.4%	-8%
COc1ccc(NC(=O)Cc2ccc(Cl)c(Cl)c2)cn1	-4%	24%	-5%	-1%	-9%	-7%	1.2%	i
CC1CCCC(NC(=O)COC(=O)c2cccc(NS(=O)(=O)/C=C/c3ccccc3)c2)C1C (stereo unspecified)	5%	-4%	-26%	0%	-2%	1%	0.0%	-11%
CCn1cc(C(=O)NCCCN2CCCCCC2)c(=O)c2cc(S(=O)(=O)N3CCc4ccccc4C3)ccc21	25µM*	21%	?	2%	-13%	23%	2.3%	?

Bioassay records (PubChem)

The list is partial, so the mix of outcomes need not match the whole.
